Assay outcomes from PubChem BioAssay.
TcdB GH inh – TcdB glycohydrolase inhibitors, primary screen, biochemical, single point, plate reader; inhibition, % at 9.99 µM; Toxin B (Clostridioides difficile), P18177; TcdB glycohydrolase enzymatic assay; 0.24% of 350,000 active; in the data active = inhibition above about 10%
Target sequence (P18177 whole entry, looked up): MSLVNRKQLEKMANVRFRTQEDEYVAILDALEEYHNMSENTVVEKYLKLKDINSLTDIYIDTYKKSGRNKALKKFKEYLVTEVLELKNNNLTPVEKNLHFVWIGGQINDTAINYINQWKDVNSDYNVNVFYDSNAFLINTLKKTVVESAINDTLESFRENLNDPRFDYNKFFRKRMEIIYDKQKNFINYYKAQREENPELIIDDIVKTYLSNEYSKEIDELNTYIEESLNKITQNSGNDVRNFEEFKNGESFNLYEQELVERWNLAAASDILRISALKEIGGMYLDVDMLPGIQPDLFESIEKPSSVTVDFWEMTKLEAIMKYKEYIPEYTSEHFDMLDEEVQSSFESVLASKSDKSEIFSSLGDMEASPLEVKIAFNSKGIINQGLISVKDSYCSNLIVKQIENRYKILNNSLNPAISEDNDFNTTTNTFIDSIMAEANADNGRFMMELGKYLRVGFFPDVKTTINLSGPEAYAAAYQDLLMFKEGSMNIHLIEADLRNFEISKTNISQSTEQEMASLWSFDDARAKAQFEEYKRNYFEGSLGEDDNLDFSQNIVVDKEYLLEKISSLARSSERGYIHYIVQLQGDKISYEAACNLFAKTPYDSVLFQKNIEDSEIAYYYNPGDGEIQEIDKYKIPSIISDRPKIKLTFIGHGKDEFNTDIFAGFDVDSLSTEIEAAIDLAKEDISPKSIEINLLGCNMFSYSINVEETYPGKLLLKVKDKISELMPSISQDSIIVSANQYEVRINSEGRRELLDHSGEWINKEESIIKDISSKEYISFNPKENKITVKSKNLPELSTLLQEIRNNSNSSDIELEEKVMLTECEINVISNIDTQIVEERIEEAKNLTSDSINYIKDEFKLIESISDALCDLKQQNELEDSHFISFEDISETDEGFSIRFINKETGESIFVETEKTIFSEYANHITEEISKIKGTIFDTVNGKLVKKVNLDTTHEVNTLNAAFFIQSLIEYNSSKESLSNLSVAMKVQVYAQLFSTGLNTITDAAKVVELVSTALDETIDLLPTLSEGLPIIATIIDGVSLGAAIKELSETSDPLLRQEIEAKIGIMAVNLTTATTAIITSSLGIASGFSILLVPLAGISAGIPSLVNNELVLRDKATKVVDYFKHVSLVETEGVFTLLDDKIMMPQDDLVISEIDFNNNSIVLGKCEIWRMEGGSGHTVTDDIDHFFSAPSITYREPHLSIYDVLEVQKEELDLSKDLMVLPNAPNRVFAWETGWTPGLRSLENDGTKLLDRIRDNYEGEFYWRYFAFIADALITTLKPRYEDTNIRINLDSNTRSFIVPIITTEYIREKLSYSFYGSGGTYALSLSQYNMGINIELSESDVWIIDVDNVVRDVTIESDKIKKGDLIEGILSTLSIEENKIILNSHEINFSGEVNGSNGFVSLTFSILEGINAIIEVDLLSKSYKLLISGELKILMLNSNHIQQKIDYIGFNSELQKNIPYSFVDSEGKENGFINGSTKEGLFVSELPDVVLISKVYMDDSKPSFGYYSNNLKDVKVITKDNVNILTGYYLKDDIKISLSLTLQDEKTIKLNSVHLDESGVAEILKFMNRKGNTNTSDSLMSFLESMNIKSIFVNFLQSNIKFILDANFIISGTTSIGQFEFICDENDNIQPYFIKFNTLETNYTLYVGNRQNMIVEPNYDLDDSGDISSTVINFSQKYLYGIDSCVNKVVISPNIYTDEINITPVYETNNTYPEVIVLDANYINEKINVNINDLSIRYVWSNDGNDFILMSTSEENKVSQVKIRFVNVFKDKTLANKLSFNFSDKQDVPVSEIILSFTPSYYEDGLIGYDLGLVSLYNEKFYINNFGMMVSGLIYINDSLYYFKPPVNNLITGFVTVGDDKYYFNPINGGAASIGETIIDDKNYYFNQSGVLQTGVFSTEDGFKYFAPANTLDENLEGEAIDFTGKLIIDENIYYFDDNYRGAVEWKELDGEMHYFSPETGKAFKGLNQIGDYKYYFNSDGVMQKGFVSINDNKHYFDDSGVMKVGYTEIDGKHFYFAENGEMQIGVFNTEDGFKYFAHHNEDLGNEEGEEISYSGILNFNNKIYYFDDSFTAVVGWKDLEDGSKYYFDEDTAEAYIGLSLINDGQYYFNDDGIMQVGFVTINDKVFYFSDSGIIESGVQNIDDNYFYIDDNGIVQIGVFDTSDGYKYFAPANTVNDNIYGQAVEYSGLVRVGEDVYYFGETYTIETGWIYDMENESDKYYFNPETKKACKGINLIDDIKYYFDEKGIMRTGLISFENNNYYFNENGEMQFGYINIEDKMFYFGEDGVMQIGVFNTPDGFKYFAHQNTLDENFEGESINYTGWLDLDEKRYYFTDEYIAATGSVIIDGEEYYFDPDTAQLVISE
* = called active by the depositor; & = joins results of further samples.

Sample of the layout, 2 compounds:
SMILES	TcdB GH inh
COc1cccc(C#Cc2ccc([C@@H]3[C@H]4CN(C(=O)c5ccccc5)CC(=O)N4[C@H]3CO)cc2)c1	-0.4
COc1ccc(C#Cc2ccc3c(c2)O[C@@H](CN(C)C(C)=O)[C@H](C)CN([C@@H](C)CO)S3(=O)=O)cc1	0.2

Main list, repeating the preview:
SMILES	TcdB GH inh
COc1cccc(C#Cc2ccc([C@@H]3[C@H]4CN(C(=O)c5ccccc5)CC(=O)N4[C@H]3CO)cc2)c1	-0.4
COc1ccc(C#Cc2ccc3c(c2)O[C@@H](CN(C)C(C)=O)[C@H](C)CN([C@@H](C)CO)S3(=O)=O)cc1	0.2
COc1ccccc1C#Cc1ccc([C@@H]2[C@@H](CO)N3CCCCN(C(=O)C4CCC4)C[C@H]23)cc1	-0.5
COc1ccc(NC(=O)Nc2ccc3c(c2)C(=O)N([C@@H](C)CO)C[C@@H](C)[C@H](CN(C)Cc2ccc(Cl)c(Cl)c2)O3)cc1	0.2
Cc1noc(C)c1NC(=O)N(C)C[C@H]1OCc2ccccc2-c2c(n(C)c3ccccc23)C(=O)N([C@H](C)CO)C[C@H]1C	0.7
C[C@@H]1CN([C@@H](C)CO)C(=O)Cc2cc(NC(=O)Nc3cccc4ccccc34)ccc2O[C@@H]1CN(C)CC1CCCCC1	-1.5
CC=Cc1ccc2n(c1=O)C[C@@H]1[C@@H](CO)[C@H](C(=O)NC3CCCC3)N(C(=O)C3CC3)[C@H]21 (mixture of isomers)	1.1
C[C@H]1CN([C@@H](C)CO)C(=O)c2cc(C#CC3CCCCC3)cnc2O[C@H]1CN(C)S(=O)(=O)c1ccc(F)cc1	0.2&-1.6
CCC(=O)N1C[C@H](C)[C@@H](OC)CN(C)C(=O)c2ccc(NC(=O)C3CCCCC3)cc2OC[C@@H]1C	1.0
C[C@@H]1CN([C@@H](C)CO)C(=O)c2cccc(NC(=O)CCCCCC(=O)Nc3ccccc3N)c2O[C@H]1CN(C)CC1CCCCC1	0.7
C[C@@H]1CN([C@H](C)CO)C(=O)c2cc(NS(=O)(=O)c3cccs3)ccc2O[C@@H](C)CCCCO[C@@H]1CN(C)C(=O)c1ccccc1	-1.0
CNC[C@@H]1Oc2ccc(NC(=O)Nc3cccc4ccccc34)cc2CC(=O)N([C@@H](C)CO)C[C@H]1C	0.1
COc1ccccc1NC(=O)N[C@@H]1CC[C@@H](CC(=O)NCc2ccc(Cl)c(Cl)c2)O[C@H]1CO	0.6
CCCN1[C@@H]2c3cccc(=O)n3C[C@H]1[C@H](CO)[C@H]2C(=O)N1CCCCC1	1.3
CN1CCN(C(=O)C[C@H]2C[C@H]3c4cc(NC(=O)C5CCOCC5)ccc4O[C@H]3[C@@H](CO)O2)CC1	1.7
O=C(N[C@H]1CC[C@@H](CCNS(=O)(=O)c2ccc(Cl)cc2)O[C@H]1CO)c1cccnc1	0.1
C/C=C/c1ccc2c(c1)O[C@H](CN(C)C(=O)NC1CCCC1)[C@@H](C)CN([C@H](C)CO)S2(=O)=O	0.5
CN1c2ccc(C#Cc3cccnc3)cc2[C@@H]2[C@@H](CCN2S(=O)(=O)c2cccc(F)c2)[C@H]1CO	-0.2
COc1cccc(CN2CC3(CN(CC4CCOCC4)C3)c3c([nH]c4cc(OC)ccc34)[C@@H]2CO)c1	-0.3
O=C(C[C@H]1C[C@@H]2c3cc(NS(=O)(=O)c4ccc(F)cc4)ccc3O[C@@H]2[C@@H](CO)O1)NCc1cccc(F)c1	1.1

Entries above that contain a Cl atom (three):
SMILES	TcdB GH inh
COc1ccc(NC(=O)Nc2ccc3c(c2)C(=O)N([C@@H](C)CO)C[C@@H](C)[C@H](CN(C)Cc2ccc(Cl)c(Cl)c2)O3)cc1	0.2
COc1ccccc1NC(=O)N[C@@H]1CC[C@@H](CC(=O)NCc2ccc(Cl)c(Cl)c2)O[C@H]1CO	0.6
O=C(N[C@H]1CC[C@@H](CCNS(=O)(=O)c2ccc(Cl)cc2)O[C@H]1CO)c1cccnc1	0.1

The results go on:
SMILES	TcdB GH inh
C[C@H](CO)N1C[C@H](C)[C@H](CN(C)Cc2ccncc2)OCCCC[C@H](C)Oc2ccc(NS(=O)(=O)c3cn(C)cn3)cc2C1=O	0.7
O=C(C[C@H]1C[C@@H]2c3cc(NC(=O)Nc4ccccc4)ccc3O[C@@H]2[C@H](CO)O1)NC1CCCCC1	-0.6
COc1ccc(NC(=O)N(C)C[C@@H]2Oc3cc(-c4ccncc4)ccc3S(=O)(=O)N([C@H](C)CO)C[C@@H]2C)cc1	-2.7
CCC(=O)N1CCCCN2[C@H](C1)[C@@H](c1ccc(-c3cccc(C#N)c3)cc1)[C@@H]2CO	-0.8
C[C@H](CO)N1C[C@H](C)[C@H](CN(C)CC2CC2)Oc2ccc(NS(=O)(=O)c3ccc(F)cc3)cc2C1=O	0.1
COc1ccccc1CNC(=O)C[C@H]1C[C@@H]2c3cc(NS(C)(=O)=O)ccc3O[C@@H]2[C@@H](CO)O1	0.7
CC=Cc1ccc2n(c1=O)C[C@H]1[C@H](CO)[C@@H](C(=O)NCC3CC3)N(C(C)=O)[C@@H]21 (mixture of isomers)	0.2
O=C(c1ccccc1F)N1C[C@H]2[C@@H](c3ccccc31)[C@@H](CO)N2CC1CCCCC1	-0.3
O=C(Nc1cc(F)ccc1F)N[C@@H]1CC[C@H](CC(=O)N2CCc3ccccc3C2)O[C@@H]1CO	-0.6
O=C(C[C@H]1C=C[C@@H](NC(=O)C2CCC2)[C@H](CO)O1)NCc1ccncc1	0.4
COc1ccc2c3c(n(C)c2c1)[C@@H](CO)N(C(=O)Cc1ccccn1)CC31CN(CC2CCOCC2)C1	0.3
COc1ccc(S(=O)(=O)Nc2ccc3c(c2)C(=O)N([C@H](C)CO)C[C@H](C)[C@H](CN(C)C(=O)c2ccccc2)OCCCC[C@@H](C)O3)cc1	-2.1
C[C@H]1CN([C@@H](C)CO)C(=O)c2cc(/C=C/c3ccccc3)cnc2O[C@H]1CN(C)C(=O)c1ccccc1	-0.8
C[C@@H]1CN([C@H](C)CO)C(=O)c2cccc(NC(=O)Nc3ccc(F)cc3)c2O[C@H]1CN(C)C(=O)Nc1cccc2ccccc12	0.3
CO[C@@H]1CN(C)C(=O)c2cc(NS(=O)(=O)c3ccc(C)cc3)ccc2OC[C@H](C)N(C)C[C@H]1C	0.1
CN1CCN(C(=O)C[C@H]2CC[C@@H](NC(=O)Nc3ccccc3F)[C@H](CO)O2)CC1	0.1
O=C(CC1CC1)N1CC(=O)N2[C@H](C1)[C@@H](c1ccc(C#Cc3ccc(F)cc3)cc1)[C@@H]2CO	-13.3
O=C(C1CCOCC1)N1CC(=O)N2[C@H](CO)[C@@H](c3ccc(C4=CCCC4)cc3)[C@H]2C1	-1.2
COc1ccc(C#Cc2ccc([C@@H]3[C@@H](CO)N4CCCCN(C(=O)Nc5cccc(F)c5)C[C@@H]34)cc2)cc1	-0.9
CNC[C@@H]1OCCCC[C@H](C)Oc2ccc(NS(=O)(=O)c3ccc(C)cc3)cc2C(=O)N([C@@H](C)CO)C[C@@H]1C	-1.9

Four of the compounds above, field by field.
O=C(c1ccccc1F)N1C[C@H]2[C@@H](c3ccccc31)[C@@H](CO)N2CC1CCCCC1
  TcdB GH inh: -0.3

O=C(Nc1cc(F)ccc1F)N[C@@H]1CC[C@H](CC(=O)N2CCc3ccccc3C2)O[C@@H]1CO
  TcdB GH inh: -0.6

O=C(C[C@H]1C=C[C@@H](NC(=O)C2CCC2)[C@H](CO)O1)NCc1ccncc1
  TcdB GH inh: 0.4

COc1ccc2c3c(n(C)c2c1)[C@@H](CO)N(C(=O)Cc1ccccn1)CC31CN(CC2CCOCC2)C1
  TcdB GH inh: 0.3

(cont.)
SMILES	TcdB GH inh
C[C@@H]1CN([C@@H](C)CO)C(=O)c2cc(NC(=O)Cc3cn(C)c4ccccc34)ccc2O[C@@H]1CN(C)C(=O)Nc1cccc2ccccc12	0.2
CCC(=O)Nc1ccc2c(c1)C(=O)N(C)C[C@@H](OC)[C@H](C)CN(C(=O)Nc1ccccc1F)[C@H](C)CO2	0.2
C[C@@H](NC(=O)C[C@H]1C[C@H]2c3cc(NS(C)(=O)=O)ccc3O[C@H]2[C@@H](CO)O1)c1ccccc1	-0.1
COc1ccccc1-c1cn(CC[C@@H]2CC[C@H](NS(=O)(=O)c3ccccc3C)[C@H](CO)O2)nn1	-2.5
CCNC(=O)C[C@H]1CC[C@H]2[C@@H](COc3ccc(NC(=O)Cc4ccccc4)cc3C(=O)N2C)O1	-0.4
C[C@H](O)C#Cc1ccc2c(c1)O[C@@H](CN(C)C(=O)c1ccccc1)[C@H](C)CN([C@@H](C)CO)S2(=O)=O	0.2
O=C(Cc1ccncc1)Nc1ccc2c(c1)[C@H]1C[C@H](CC(=O)N3CCc4ccccc4C3)O[C@H](CO)[C@H]1O2	0.7
Cc1noc(C)c1NC(=O)NC[C@H]1CC[C@H]2[C@H](CN2Cc2cccc(-c3ccccn3)c2)O1	0.1
C[C@H]1CN([C@@H](C)CO)C(=O)c2cccc(NS(C)(=O)=O)c2O[C@@H]1CN(C)C(=O)Nc1ccc(F)cc1	0.8
O=S(=O)(c1ccccc1)N1CC[C@@H]2[C@H]1c1cc(Br)ccc1N[C@@H]2CO	-0.1
O=C(C[C@@H]1CC[C@H]2[C@@H](COC[C@@H](O)CN2C(=O)Nc2ccc(C(F)(F)F)cc2)O1)NCC1CC1	0.0
C[C@H](CO)N1C[C@H](C)[C@H](CN(C)C(=O)Nc2cccc3ccccc23)Oc2ncc(-c3cccc(F)c3)cc2C1=O	2.0
C/C=C/c1ccc2c(c1)O[C@@H](CN(C)C(=O)c1cnccn1)[C@@H](C)CN([C@@H](C)CO)S2(=O)=O	0.8
CCC(=O)N[C@H]1C=C[C@H](CC(=O)NCc2ccccc2F)O[C@H]1CO	-0.9
O=C(Nc1cc(F)ccc1F)N1CCCCN2[C@H](CO)[C@@H](c3ccc(-c4ccccc4)cc3)[C@H]2C1	-0.4
C[C@@H]1CN([C@H](C)CO)C(=O)Cc2cc(NC(=O)CCN3CCOCC3)ccc2O[C@H]1CN(C)CC1CCCCC1	-0.8
C[C@H](CO)N1C[C@H](C)[C@H](CN(C)S(=O)(=O)c2cn(C)cn2)Oc2ccc(NS(=O)(=O)c3ccc(F)cc3)cc2C1=O	-0.9
C[C@H](CO)N1C[C@H](C)[C@H](CN(C)C(=O)Nc2ccccc2)Oc2ncc(Br)cc2C1=O	-0.6&0.3
Cc1ccc(-c2ccc([C@@H]3[C@@H](CO)N4C(=O)CN(C(=O)NC(C)C)C[C@H]34)cc2)cc1	1.0
COc1ccc(-c2cnc3c(c2)C(=O)N([C@H](C)CO)C[C@H](C)[C@H](CN(C)C(=O)Cc2ccncc2)O3)cc1	0.6
COCC(=O)Nc1ccc2c(c1)OC[C@@H](C)NC[C@H](C)[C@@H](OC)CN(C)C2=O	0.4
C[C@@H]1CN([C@H](C)CO)C(=O)c2cc(NC(=O)Nc3ccc4c(c3)OCO4)ccc2O[C@@H]1CN(C)CC1CCCCC1	-1.0
C[C@@H]1CN([C@H](C)CO)C(=O)c2cc(NC(=O)c3ccncc3)ccc2O[C@H]1CN(C)C(=O)Nc1ccc(F)cc1	0.2
O=C(C[C@@H]1C[C@H]2c3cc(NC(=O)c4ccc5c(c4)OCO5)ccc3O[C@H]2[C@@H](CO)O1)NCc1cc(F)ccc1F	-0.2
C[C@@H]1CN([C@H](C)CO)S(=O)(=O)c2ccc(-c3ccccc3)cc2O[C@H]1CN(C)Cc1ccncc1	0.2
C[C@H](CO)N1C[C@H](C)[C@H](CN(C)CC2CC2)OCCCC[C@H](C)Oc2ccc(NC(=O)c3ccccc3)cc2C1=O	-1.1
CCCNC(=O)Nc1ccc2c(c1)C(=O)N(C)[C@H]1CC[C@@H](CC(=O)NCCCN(C)C)O[C@H]1CO2	-0.1
CN(C)CCCNC(=O)C[C@@H]1C=C[C@@H](NC(=O)c2ccccc2F)[C@H](CO)O1	0.4
COc1ccc(NC(=O)N(C)C[C@@H]2Oc3c(NC(=O)c4cnccn4)cccc3C(=O)N([C@@H](C)CO)C[C@H]2C)cc1	0.6
COc1ccccc1NC(=O)N1C[C@H]2[C@@H](c3ccccc31)[C@H](CO)N2Cc1ccccc1F	0.6
C[C@@H]1CN([C@H](C)CO)C(=O)c2cc(Br)cnc2O[C@@H]1CN(C)C(=O)Nc1ccc(F)cc1	1.4
COc1ccc(S(=O)(=O)N2CCCCN3[C@H](CO)[C@H](c4ccc(C#CC(C)C)cc4)[C@@H]3C2)cc1	-0.9
CCCNC(=O)N1CC2(C1)CN(C(C)=O)[C@@H](CO)c1c2c2ccc(OC)cc2n1C	0.8
O=C(C[C@@H]1CC[C@@H](NC(=O)c2cnccn2)[C@@H](CO)O1)NCc1ccccc1F	0.2
CC(C)NC(=O)Nc1ccc2c(c1)C(=O)N([C@H](C)CO)C[C@H](C)[C@@H](CN(C)C(=O)Nc1cccc3ccccc13)OCCCC[C@@H](C)O2	-0.3
O=C(C[C@@H]1C[C@@H]2c3cc(NC(=O)c4cccnc4)ccc3O[C@@H]2[C@@H](CO)O1)NCc1cccc(F)c1	-0.6
O=C(CN1CCOCC1)N[C@@H]1CC[C@@H](CCNC(=O)C2CCCCC2)O[C@H]1CO	-0.1
CC(C)NC(=O)Nc1ccc2c(c1)CC(=O)N([C@@H](C)CO)C[C@H](C)[C@H](CN(C)Cc1ccncc1)O2	-0.4
COc1ccc2c3c(n(C)c2c1)[C@@H](CO)N(Cc1ccc(F)cc1)CC31CCN(C)CC1	-3.9
O=C(Nc1cccc(F)c1)N1CC(=O)N2[C@H](CO)[C@H](c3ccc(C#CCC4CCCC4)cc3)[C@@H]2C1	-6.7
CCS(=O)(=O)N1[C@H](CO)[C@@H](c2ccccc2C2=CCCCC2)[C@@H]1C#N	1.4
O=C(C[C@H]1C[C@H]2c3cc(NC(=O)Nc4ccc(C(F)(F)F)cc4)ccc3O[C@H]2[C@@H](CO)O1)NCc1ccc(Cl)cc1	-9.0

These rows are one share of the data; the hit share may differ from the screen's.
